# NPY Y1 blocker: antagonists of human neuropeptide Y receptor Y1; P25929; HEK293-CNG Y1 cells, membrane potential fluorescence; NPY at EC95, then isoproterenol; inhibition, % at 3.6 µM; 1% of 200,000 active; AID 1040;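 active = inhibition above the campaign mean inhibition of all tested compounds plus 3 SD, cut at about 20% in these data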;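 note: 0% = DMSO wells given NPY plus isoproterenol and 100% = isoproterenol alone without NPY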
#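 Material: HEK293 Y1/CNG channel cell line; also added: NPY (25 nM), isoproterenol (1 µM), Ro 20-1724 (25 µM); doses: one concentration, 3.6 µM, in 0.4% DMSO; schedule: compound incubation 1 h at room temperature, readout 45 min post-stimulation; technique: membrane potential fluorescence; measure: fluorescence ratio normalized to % inhibition between controls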
# p47phox inh: blocks human p47phox regulatory protein of NADPH oxidases; inhibition, % at 24.7 µM; 0.53% of 220,000 active; AID 1274; p47phox/p22phox peptide binding, fluorescence polarization, 2 h;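 active = inhibition above about 30%, limit read from the data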;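 note: 0% = p47phox with labelled peptide and 100% = labelled peptide alone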
# Target sequence (P14598 whole entry, looked up): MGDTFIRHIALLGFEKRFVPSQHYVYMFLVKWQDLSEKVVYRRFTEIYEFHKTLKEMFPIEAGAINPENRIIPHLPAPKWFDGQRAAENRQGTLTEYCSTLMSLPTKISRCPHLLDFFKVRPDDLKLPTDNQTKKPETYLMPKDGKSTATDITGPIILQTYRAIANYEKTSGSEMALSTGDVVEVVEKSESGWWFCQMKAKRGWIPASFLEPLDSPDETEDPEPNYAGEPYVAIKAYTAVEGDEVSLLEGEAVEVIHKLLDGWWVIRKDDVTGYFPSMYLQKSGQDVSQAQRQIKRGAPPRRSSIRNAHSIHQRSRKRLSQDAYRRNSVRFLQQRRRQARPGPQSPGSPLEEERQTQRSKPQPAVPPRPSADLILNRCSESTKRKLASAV
# CHOP inhibitor: CHOP inhibition in unfolded protein response; 3.8% of 220,000 active; CHO-K1 CHOP-promoter luciferase, tunicamycin-induced, 15-18 h; inhibition, % at 10 µM;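 active = compounds that reduced the stress-induced luciferase reporter signal by more than about 70% of percent inhibition, limit read from the data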;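 note: 0% = tunicamycin plus vehicle and 100% = wells without tunicamycin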
# NPY-Y1 PAM-ag: potentiates or activates human NPY-Y1 receptor; NPY-Y1 expressing cells, potentiator/agonist activation; activation, % at 3.6 µM; 0.37% of 220,000 active; AID 1304; in the data active = activation above about 33%, passing the limit was not always enough;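 note: cells stimulated with NPY at EC10 then isoproterenol at EC100; 0% = low agonist plus stimulus and 100% = saturating agonist plus stimulus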
# NPY2 pot ag: potentiators or agonists of human neuropeptide Y receptor Y2; cells expressing NPY-Y2, potentiator/agonist read-out; activation, % at 3.6 µM; 0.45% of 220,000 active; AID 1359; in the data active = activation above about 27%;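 note: cells stimulated with NPY near EC25 plus isoproterenol at EC100; 0% = vehicle plus submaximal agonist and 100% = vehicle plus saturating agonist; some results beyond the cut were filed as inactive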
# Target sequence (P49146 whole entry, looked up): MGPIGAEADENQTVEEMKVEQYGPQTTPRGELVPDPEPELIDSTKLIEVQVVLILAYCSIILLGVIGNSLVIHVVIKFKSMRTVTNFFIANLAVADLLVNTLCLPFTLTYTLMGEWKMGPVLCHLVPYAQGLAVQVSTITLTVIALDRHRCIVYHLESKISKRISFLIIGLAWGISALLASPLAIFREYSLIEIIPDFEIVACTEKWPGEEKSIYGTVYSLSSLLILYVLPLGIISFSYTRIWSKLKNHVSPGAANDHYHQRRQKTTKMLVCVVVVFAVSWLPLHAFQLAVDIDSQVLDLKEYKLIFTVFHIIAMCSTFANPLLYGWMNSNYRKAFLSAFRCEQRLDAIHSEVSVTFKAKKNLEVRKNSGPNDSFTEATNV
# BaF3 parental: counter-screen for JAK2V617F inhibitors: parental Ba/F3 viability inhibitors; CellTiter-Glo ATP luminescence; inhibition, % at 5.6 µM; 1.1% of 220,000 active; AID 1486;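 active = inhibition above a per-campaign cutoff, the mean inhibition of all tested compounds plus 3 SD, cut at about 27% in these data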;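 note: 0% = DMSO wells and 100% = JAK Inhibitor I control wells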
# S1P4 antagonist: antagonists of human S1P4 receptor; 0.26% of 220,000 active; S1P4-expressing cells, antagonist mode, reporter read-out; inhibition, % at 4.98 µM; in the data active = inhibition above about 29%;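 note: 0% = wells stimulated with agonist and 100% = vehicle wells without agonist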
# Ba/F3 V617F tox: reduce viability of Ba/F3 cells dependent on JAK2V617F | 1.1% of 220,000 active | Ba/F3 EpoR-JAK2V617F viability, ATP luminescence | inhibition, % at 5.6 µM;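 active = inhibition above the campaign mean plus 3 SD over all tested compounds, cut at about 24% in these data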;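 note: cytokine-independent growth of Ba/F3 cells driven by EpoR plus mutant JAK2; 0% = DMSO-treated cells and 100% = JAK inhibitor I control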
# S1P4 ag: activates the human S1P4 receptor | O95977 | S1P4-expressing cell line, agonist reporter assay | activation, % at 4.98 µM | 0.35% of 220,000 active; in the data active = activation above about 11%;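 note: 0% = DMSO vehicle and 100% = reference agonist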
# * = called active by the depositor; · = not tested or not shown. Only part of the results is shown; count on the stated rates, not on these rows.
SMILES,NPY Y1 blocker,p47phox inh,CHOP inhibitor,NPY-Y1 PAM-ag,NPY2 pot ag,BaF3 parental,S1P4 antagonist,Ba/F3 V617F tox,S1P4 ag
C[C@]12CCC(=O)C=C1CC[C@@H]1[C@@H]2CC[C@@]2(C)[C@H]1CC[C@]2(C)O,2.1,-7.0,-5.3,11.9,17.0,-4.5,1.4,-1.2,0.9
CN1C(=O)N(C)C(=O)C2(Cc3cc([N+](=O)[O-])ccc3N(C)C2c2ccccc2)C1=O (configuration not stated),-0.7,-19.8,12.5,-25.4,4.8,1.2,-4.5,3.2,0.9
COc1ccccc1CN1CCN(C(=O)COc2cccc(C)c2)CC1,-4.7,-11.9,-1.0,4.6,1.3,3.7,-6.3,0.8,2.7
CCSc1nnc([C@@H](N)Cc2ccccc2)o1,1.1,4.2,19.6,-4.7,-8.8,6.1,-7.5,5.5,0.3
O=[N+]([O-])c1cc(F)c(N2CCCCC2)cc1Br,·,3.7,44.1,10.2,-23.7,-9.7,-12.9,1.2,-1.4
Cc1ccc(OP(=O)(O)Oc2ccc(C)cc2)cc1,25.8*,·,·,-17.2,-12.5,2.7,-22.6,-0.8,2.7
COc1ccc(C(=O)C2CCCN(Cc3ccon3)C2)cc1OC (configuration not stated),3.6,2.2,18.1,-12.2,13.4,1.8,-4.0,0.3,-1.4
CC(=O)NC1CC2CCC(C1)N2 (configuration not stated),-1.3,-3.4,16.7,13.0,8.7,4.2,2.5,2.5,2.0
Oc1ccc(Br)cc1CN1CCN(c2ccccc2)CC1,0.4,-6.6,67.9,-14.9,-2.7,1.4,-3.5,-2.1,1.3
COc1ccc(-n2c(-c3ccc(C)cc3)nc3ccccc3c2=O)cc1,·,0.6,-17.5,-3.5,-33.7,-0.1,7.8,1.8,-0.3
OC1(c2cccnc2)CC2CCC(C1)N2Cc1nnnn1Cc1ccccc1 (configuration not stated),1.6,-3.0,-14.4,-8.9,15.6,2.0,3.0,-1.0,-0.7
CSc1ncc(/C=C2/C(=O)NC(=O)N(c3ccc(C(C)C)cc3)C2=O)cn1,-4.1,-7.8,-9.7,7.7,6.0,5.0,-27.1,-1.5,-0.7
O=C1NC(=O)C(=Cc2ccc3c(c2)OCO3)C(=O)N1,-2.2,-13.0,4.5,-18.6,4.3,0.3,-8.1,0.3,0.4
O=C1NC(=O)C2(Cc3ccccc3N3CCCC32)C(=O)N1c1cccc(Cl)c1 (configuration not stated),4.9,-6.6,11.7,-8.4,-9.0,2.7,-23.7,3.0,0.8
C#CCN1C(=O)C2(C(C#N)=C(N)OC(C)=C2C(=O)OCc2ccccc2)c2ccccc21 (configuration not stated),0.4,-3.2,13.7,1.5,15.4,-4.7,-5.1,-2.0,-1.8
Fc1ccccc1CCNCc1cccc(Cl)c1Cl,3.4,-13.5,40.3,10.1,-13.6,0.6,4.1,-2.8,0.0
O=S(=O)(c1ccc(Cl)cc1)N1CN2CCN(C2)C1,-4.4,0.3,-0.1,0.6,5.2,-1.7,16.5,-1.4,0.3
CCC(C)n1c(O)c(/C=N/NC(=O)c2ccncc2)c(=O)[nH]c1=S (configuration not stated),7.4,-6.8,45.3,2.5,-1.6,4.2,-13.5,-3.3,-1.0
CC(Cc1ccccc1Sc1ccccc1O)N(C)C (configuration not stated),-0.8,-2.9,14.6,-10.6,-2.2,3.2,-1.4,-2.5,-3.5
CCCC12CN3CCN(C1)CC(CCC)(C3)C2=O,·,-14.7,14.7,-2.7,10.5,-0.1,-69.7,-0.2,1.8
CCOc1ccc(NC(=O)C2C3c4ccccc4C(c4ccccc43)C2C(=O)O)cc1 (configuration not stated),0.8,-0.6,-0.1,9.3,3.0,3.5,-2.4,0.0,1.1
COc1ccc(-n2c(Cc3ccccc3)nc3ccccc3c2=O)cc1,0.5,-3.0,7.1,4.0,-5.5,2.9,-4.0,0.6,-0.6
CCOc1nc(NC(C)C)nc(N2CC3CC(C2)c2cccc(=O)n2C3)n1 (configuration not stated),8.9,-9.6,21.6,17.9,9.9,1.0,-11.0,-1.5,-0.5
CCN(CC)CCCOC(=O)C(OC)(c1ccccc1)c1ccccc1,4.0,-1.9,-3.6,-31.7,-1.8,2.4,-2.8,0.2,1.9
C=CCn1c(O)c(N=Nc2c(C)n(C)n(-c3ccccc3)c2=O)c(=O)[nH]c1=S,3.9,-42.6,47.0,2.9,-2.3,6.5,-5.0,-8.9,1.0
CCC(=NCc1ccco1)c1c(O)n(-c2ccc(OC)cc2)c(=O)[nH]c1=O,-3.3,-4.8,18.9,-12.6,4.4,7.0,-7.7,-2.5,-0.2
COC(=O)CC1(Cc2ccccc2)C(=O)NC(=O)NC1=O,-3.4,-9.6,-16.6,-8.8,-7.3,3.8,-1.8,3.0,0.7
O=C(COC(=O)c1cccc(O)c1)Nc1ccc(Cl)cc1C(=O)c1ccccc1,7.1,2.4,79.7*,-50.7,-12.3,1.0,-1.7,-5.6,-2.2
NC(=O)c1ccc(N=Nc2c(O)[nH]c(=O)[nH]c2=O)cc1,-3.5,-12.5,-10.2,-21.3,8.0,6.7,-18.2,0.1,-0.5
O=c1[nH]c(=S)n(CCC2=CCCCC2)c(O)c1/C=N/Nc1ccccc1,·,-152.2,73.0*,13.8,9.7,-3.7,-8.6,-0.2,0.4
CCC(=O)Nc1cc(C(=O)N2CCC3(CC2)OCCO3)ccc1S(=O)(=O)c1ccc(C)cc1,-5.6,-10.8,10.0,2.1,-0.3,0.2,-7.6,-0.5,1.3
Nc1ccc(Br)cc1C(=O)c1ccccc1,5.6,-3.0,16.2,-11.9,-21.6,4.7,-17.1,-0.6,-0.7
CC(C)CCNC(=O)c1cc(C(=O)c2cc(Br)ccc2O)cn(CCC(C)C)c1=O,3.8,-18.2,53.7,10.2,12.4,6.0,6.0,1.7,0.6
Cc1oc2ccc(OC(=O)N(C)C)cc2c1C(=O)OC(C)C,-0.4,-8.4,48.0,-3.4,-1.0,5.4,-2.0,-2.5,0.6
OC(c1cccc(Cl)c1)(c1cccc(Cl)c1)C1CN2CCC1CC2 (configuration not stated),-0.6,-20.8,43.4,5.6,6.5,7.4,9.7,3.4,-0.4
CCc1c(C)nc(N)nc1N1N=C1SCC#N,0.4,-13.1,5.9,-12.3,2.7,4.9,3.4,3.2,3.1
CCCCCn1c(=O)c(C(=O)NCc2ccncc2)c(O)c2ccccc21,-0.4,-17.2,8.0,-9.4,-17.2,2.4,-7.2,-1.9,3.2
N=c1c[n+](CC23CC4CC(CC(C4)C2)C3)[n-]o1,7.9,-8.9,13.0,-28.6,9.3,-0.2,-20.6,1.4,0.5
COc1cccc(C(=O)C2CCCN(Cc3ccc4nonc4c3)C2)c1 (configuration not stated),29.1*,-5.0,31.8,-8.1,-18.4,4.7,6.4,3.1,1.5
CNC(=O)Oc1cccc2ccccc12,·,1.5,-2.3,-12.9,-9.3,3.5,15.1,1.5,1.0
O=C(O)c1sc2cc(Cl)ccc2c1Cl,·,-8.7,15.9,-8.7,-22.9,-8.7,-6.5,-3.7,1.0
COc1ccc(N2C(=O)NC(=O)C(CCc3ccncc3)(CCc3ccncc3)C2=O)cc1,-2.7,-18.1,14.5,-16.3,-0.6,0.3,-4.0,-2.4,1.1
CCCCc1nc2ccccc2c(=O)n1-c1ccc(Cl)cc1[N+](=O)[O-],14.1,5.2,44.6,1.4,11.6,6.6,2.1,-1.9,-0.9
O=C(COc1ccccc1)N1CCN(C/C=C/c2ccccc2)CC1,3.5,-15.8,6.0,-15.9,9.0,7.2,-0.9,1.4,1.3
CN1CCN(Cc2cc(C(C)(C)C)c(O)c(C(C)(C)C)c2)CC1,-0.4,0.2,23.9,77.4*,50.5*,3.0,10.5,-4.0,0.4
CC(=NCc1ccco1)c1c(O)n(C)c(=O)n(C)c1=O,-0.7,-7.3,9.6,5.7,4.1,-0.7,-14.3,0.7,1.0
CNC(C(=O)c1ccccc1)C(OC)c1cccc([N+](=O)[O-])c1 (configuration not stated),·,-5.7,7.8,-2.8,5.2,-2.4,5.6,0.5,0.9
Cc1ccc(OP(=O)(NC(C)c2ccccc2)Oc2ccc(C)cc2)cc1 (configuration not stated),2.8,-15.3,77.4*,18.3,-0.7,3.0,-23.4,-1.2,0.6
CC1CN(C)C(C)(C)CC1(O)c1ccccc1 (configuration not stated),3.8,4.0,11.1,1.8,-7.3,3.4,4.7,1.8,-3.9
CCN(CC)C(=O)c1ccc(NC(=O)CCCSc2ccccc2)cc1,1.9,-3.3,-0.8,-16.1,-12.3,3.2,-9.6,-0.5,0.5
# The listing continues.
SMILES,NPY Y1 blocker,p47phox inh,CHOP inhibitor,NPY-Y1 PAM-ag,NPY2 pot ag,BaF3 parental,S1P4 antagonist,Ba/F3 V617F tox,S1P4 ag
O=C(Nc1ccc2ccccc2c1)c1nn(C23CC4CC(CC(C4)C2)C3)cc1Br,1.8,-2.9,8.1,-1.6,-11.5,-2.2,-13.1,4.6,-0.1
COc1cccc(NC(=O)CN2CC(c3ccccc3)CC2=O)c1 (configuration not stated),2.7,-5.6,30.2,8.4,-14.2,8.7,4.7,1.4,0.2
C/C(=N\Nc1cccc2ccccc12)c1c(O)n(Cc2ccccc2)c(=O)[nH]c1=O,-3.1,-12.5,45.5,-1.8,11.7,-0.2,0.3,-1.3,0.4
O=C1NC(=O)C2(Cc3ccccc3N3CCCC32)C(=O)N1 (configuration not stated),1.8,-6.6,5.0,-3.9,13.3,0.1,-2.3,-1.0,-0.8
Cn1c(=O)cc(SCC(=O)N2CCC3(CC2)OCCO3)c2ccccc21,-5.4,-8.0,-14.5,4.1,8.4,-2.0,-4.5,-0.3,-1.4
COC(=O)Nc1ccc(N=C(N)N[N+](=O)[O-])cc1,-0.6,-2.6,11.1,2.0,1.4,0.9,-15.8,-4.8,0.0
Cc1ccc(-c2nc3ccccc3c(=O)n2-c2cccc(C)n2)cc1,4.7,3.2,-13.3,3.4,-4.2,8.4,-12.7,-0.7,0.7
Cc1ccc(CNC2=NCCS2)cc1,·,-3.5,6.3,5.8,-28.0,-5.3,-3.2,1.8,0.7
Cn1c(O)c(/C=N/c2ccccn2)c(=O)n(C)c1=O,-1.2,-2.0,26.0,7.1,1.9,3.8,-13.3,2.7,-0.3
Cc1ccc(S(=O)(=O)N(C)C/N=C(\N)N[N+](=O)[O-])cc1,0.3,-7.2,15.1,-4.6,-1.0,9.3,-2.5,6.5,-0.8
COc1cccc(C(=O)C2CCCN(Cc3ccon3)C2)c1 (configuration not stated),3.2,4.4,22.5,-3.5,3.4,5.5,-9.6,3.1,1.0
O=C1NC(=O)N(CCC2=CCCCC2)C(=O)/C1=C/c1cccs1,·,-28.6,26.6,39.8,0.6,0.3,-15.1,-3.0,2.2
O=C(CCN1C(=O)COc2ccccc21)N1CCC2(CC1)OCCO2,-0.1,-2.2,-36.6,5.7,-0.9,7.3,6.0,-2.3,-1.4
O=C(Cn1ncc2ccsc2c1=O)N1CCC2(CC1)OCCO2,-2.4,-3.7,-23.6,4.5,4.1,9.9,-6.2,-1.5,-1.0

# In the list so far, two contain fluorine:
SMILES,NPY Y1 blocker,p47phox inh,CHOP inhibitor,NPY-Y1 PAM-ag,NPY2 pot ag,BaF3 parental,S1P4 antagonist,Ba/F3 V617F tox,S1P4 ag
O=[N+]([O-])c1cc(F)c(N2CCCCC2)cc1Br,·,3.7,44.1,10.2,-23.7,-9.7,-12.9,1.2,-1.4
Fc1ccccc1CCNCc1cccc(Cl)c1Cl,3.4,-13.5,40.3,10.1,-13.6,0.6,4.1,-2.8,0.0

# Bioassay records: PubChem, several laboratories
